RNase H inhibition – RNase H inhibition, HIV 1 Gag Pol polyprotein, FRET biochemical assay, screening (AID 372); hit rate 0.77% among 100,000; HIV-1 RT RNase H, FRET RNA/DNA substrate fluorescence; higher % means a stronger effect; one-dose inhibition, % at 10 µM; IC50 in µM for titrated hits; in the data active means inhibition above about 50%
Numbers without * were called inactive. The list is partial (hit frequency here may not be typical).

SMILES	RNase H inhibition
COc1c(O)ccc(/C=N/NC(=O)COc2c(Br)cc(Br)cc2Br)c1[N+](=O)[O-]	23%
O=C(c1cccnc1)N1CCC(Cc2ccccc2)CC1	7%
COc1ccc(C2(CC(=O)O)CCOC(C)(C)C2)cc1 (centres undefined)	5%
CCCCNC(=O)NC(C)C12CC3CC(CC(C3)C1)C2 (centres undefined)	0%
C=C(C)COc1ccc2c(-c3ccccc3)cc(=O)oc2c1	34%
CCc1cccc(C)c1NC(=O)c1cccc(C)c1	4%
COC(=O)c1cc(NC(=O)COc2ccccc2[N+](=O)[O-])cc(C(=O)OC)c1	2%
CCOC(=O)c1c(NC(=O)Cc2ccc(OC)cc2)sc(C(=O)Nc2ccc(C)c(Cl)c2)c1C	4%
Cc1c(NC(=O)c2cccc(I)c2)cccc1-c1nc2ccccc2o1	11%
COc1ccc(CN2CCN(CC3CC=CCC3)CC2)cc1OC (centres undefined)	2%
COc1ccc(/C=N/n2cn[nH]c2=S)cc1OC	0%
O=C(Nc1ccccc1)NC1CCCCC1	1%
Cc1ccc(N2C(=O)/C(=C/c3cccs3)SC2=S)cc1C	4%
CCOC(=O)CCCSc1nc2sc(C)c(C)c2c(=O)n1-c1ccccc1	10%
CCCCOC(=O)c1ccc2c(c1)C1C=CCC1C(c1cccc([N+](=O)[O-])c1)N2 (centres undefined)	30%
C#CCOc1c(Br)cc(C=O)cc1OCC	20%
CCOc1cc(Br)c(/C=C2\C(=O)NC(=O)N(c3ccc(Cl)cc3)C2=O)cc1OC	0%
Cc1cc(C(=O)Nc2cccc(C)c2C)ccc1[N+](=O)[O-]	1%
Cc1ccccc1N1C(=O)c2ccc(-c3nc4ccccc4o3)cc2C1=O	8%
COc1ccc(CCN=C(Nc2ccccc2)SC2CC(=O)N(c3cccc(Cl)c3)C2=O)cc1 (centres undefined)	9%
COc1ccc(C(=O)NCC2(c3ccccc3)CCCC2)cc1	9%
Clc1ccc(CN2CCN(Cc3ccco3)CC2)cc1	8%
C=CCc1cc(/C=C2\C(=O)NC(=O)N(c3ccc(Cl)cc3)C2=O)cc(OC)c1OCC(=O)O	13%
Cc1c(Cl)cccc1NC(=O)C(=O)NCCCO	5%
CCC(C(=O)O)P(=O)(c1ccccc1)c1ccccc1 (centres undefined)	0%
Cn1/c(=N/N=C/c2ccncc2)sc2ccccc21	32%
CCOc1ccc(C(=O)Nc2ccc(-c3nc4ccc(C)cc4s3)cc2)cc1	12%
Cc1cc(C)cc(NC(=O)COc2ccc(Br)cc2Cl)c1	29%
CCOC(=O)c1c(C)nc(C)c(C(=O)OCC)c1-c1cccc(NC(=O)c2ccc(F)cc2)c1	15%
Cc1ccc(NCC(=O)N/N=C\c2cc(Cl)ccc2O)cc1	7%
CC(C)OC(=O)Nc1nnc(Cc2ccccc2)s1	15%
N#CSCCCCCOc1ccccc1F	0%
COc1cc(/C=C2\C=C(c3ccc(Cl)cc3)OC2=O)c([N+](=O)[O-])cc1OC	19%
Clc1ccccc1COc1ccc(/C=N/Nc2nc(N3CCCCC3)nc(N3CCCCC3)n2)cc1	5%
Cc1c(NC(=O)c2cccc(Cl)c2Cl)cccc1-c1nc2ncccc2o1	0%
Cc1cc(C)cc(NC2=C(Cl)C(=O)N(c3ccc(Br)cc3)C2=O)c1	11%
CC(=O)Nc1ccc(S(=O)(=O)Nc2ccc(Cl)cc2)cc1	0%
COc1ccccc1N1CCN(C2CC(=O)N(CCc3ccccc3)C2=O)CC1 (centres undefined)	4%
CC(=O)N1CCN(C2=NC(=O)/C(=C/c3ccc(-c4ccc(Br)cc4)o3)S2)CC1	23%
COc1ccccc1C(=O)NN1C(=O)/C(=C2/C(=O)N(CC(=O)O)c3ccccc32)SC1=S	4%
COc1cc(Cl)cc(/C=N/Nc2nc(Nc3ccc(C)cc3Br)nc(N3CCOCC3)n2)c1O	42%
CC1=C(C(=O)OCC(Cl)(Cl)Cl)C(c2cccc(Cl)c2)NC(=O)N1 (centres undefined)	12%
O=C(Nc1ccccc1)C1CCCN1C1CCCCC1 (centres undefined)	8%
Cc1onc(-c2ccccc2Cl)c1C(=O)N(Cc1ccccc1)C(C)C	0%
COc1ccc(C(=O)NC(=S)Nc2cccc(-c3nc4cc(C)cc(C)c4o3)c2C)cc1[N+](=O)[O-]	18%
Cc1ccc(-n2[nH]c(C)c(C=Nc3ccc(S(N)(=O)=O)cc3)c2=O)cc1	14%
CCOc1ccc(-c2cc(C(=O)Nc3ncn[nH]3)c3ccccc3n2)cc1	0%
COc1ccc(S(=O)(=O)N2CCN(c3ccc(Cl)cc3)CC2)cc1	0%
O=C(Nc1ccc(O)c(-c2nc3ccccc3o2)c1)c1cccc([N+](=O)[O-])c1	14%
O=C(/C=C/c1ccc2c(c1)OCO2)n1nnc2ccccc21	11%

(continued)
SMILES	RNase H inhibition
CCOC(=O)c1cnc2cc(-c3ccc(C)cc3)nn2c1C	5%
CCN1C(=O)/C(=C\c2cn(CCOc3ccccc3C)c3ccccc23)SC1=S	19%
COc1ccc(/C=C/C(=O)Nc2ccc(C)c([N+](=O)[O-])c2)cc1OC	8%
Cc1nn(Cc2ccccc2)c(N)c1-c1ccccc1	6%
Oc1c(I)cc(I)cc1/C=N/c1c(-c2ccc(Cl)cc2Cl)nc2ccccn12	11%
Cn1cnc2c1c(=O)n(Cc1ccc([N+](=O)[O-])cc1)c(=O)n2C	4%
Cc1ccc(NC(=O)/C=C/c2ccccc2)c([N+](=O)[O-])c1	5%
CC(=O)Nc1ccc2oc(-c3ccc(Cl)cc3)nc2c1	9%
CCn1c(SCC(N)=O)nc2c(c1=O)C1(CCCCC1)Cc1ccccc1-2	1%
CC(=O)c1ccc(NC(=O)c2ccc(N3C(=O)c4cccnc4C3=O)cc2)cc1	0%
CCOc1ccc(NC(=O)c2ccc(C(C)(C)C)cc2)cc1	27%
CC(=O)C1=C(O)C(=O)N(CCN2CCNCC2)C1c1ccc(Br)cc1 (centres undefined)	4%
C/C(=N/NC(=O)c1cc2ccccc2cc1O)c1ccc(O)cc1	0%
COC(=O)/C(=C\Nc1ccc(OC)cc1)[N+](=O)[O-]	2%
Cc1ccc(S(=O)(=O)N2CN(S(=O)(=O)c3ccc(C)cc3)C3NC(=O)NC32)cc1 (centres undefined)	4%
O=C(Oc1cc(=O)oc2ccccc12)c1ccccc1	4%
COc1ccccc1/C=C1/C(=O)NN(c2ccc(F)cc2)C1=O	9%
CCC(=O)NC(Nc1ccc(F)c(Cl)c1)(C(F)(F)F)C(F)(F)F	0%
O=C1NC(=O)N(c2ccccc2)C(=O)/C1=C\c1ccc(-c2ccc([N+](=O)[O-])cc2)o1	7%
CN(C)c1ccc(/C=C/c2nc3ccccc3c(=O)[nH]2)cc1	1%
Cc1cc(C)c(OCC(O)CN2CCN(c3ccccc3F)CC2)c(C)c1 (centres undefined)	13%
O=Cc1c(OCc2cccc(Br)c2)ccc2ccccc12	4%
CC1=C(C(=O)OCC(C)C)C(c2ccc3c(c2)OCO3)C2=C(CC(c3ccc(Cl)cc3)CC2=O)N1 (centres undefined)	10%
CCOc1ccc(NC(=O)c2sc3ccccc3c2Cl)c([N+](=O)[O-])c1	5%
CC(=O)C1=C(O)C(=O)N(CCN2CCNCC2)C1c1cccc(F)c1 (centres undefined)	2%
CCOc1ccc(N2C(=O)/C(=C/c3ccc(C(=O)O)cc3)SC2=S)cc1	7%
O=C1C(=O)N(c2nccs2)C(c2cccc(Br)c2)/C1=C(\O)c1ccc(Cl)cc1 (centres undefined)	0%
CCC(=O)Nc1ccc(OC)c(Cl)c1	4%
COC(=O)C1CCCN1CP(=O)(O)CN1CCCC1C(=O)OC (centres undefined)	0%
Cc1ccc(N2CCN(C(=S)c3ccc(-c4cccc([N+](=O)[O-])c4)o3)CC2)cc1	16%
O=C(NCCCCCCNC(=O)NC1CC1)NC1CC1	15%
O=C(N/N=C/c1ccc2ccccc2c1)c1ccc(O)c(O)c1	73%*
Cc1c(N2C(=O)CSC2c2ccccc2Cl)c(=O)n(-c2ccccc2)n1C (centres undefined)	0%
COC(=O)C1=C(C)NC2=C(C(=O)CC(C)(C)C2)C1c1ccccc1I (centres undefined)	22%
C(#Cc1ccc(C#CCN2CCCC2)cc1)CN1CCCC1	9%
COc1ccc(Cl)cc1/C=C(/C#N)C(=O)Nc1cccc(Br)c1	2%
CN(/N=C/c1ccccc1[N+](=O)[O-])c1cc(-c2ccccc2)nc(-c2ccc(Br)cc2)n1	14%
CC(C)(C)c1cc(C(=O)N/N=C/c2ccccc2O)n[nH]1	5%
O=C1N2CN(C(c3ccccc3)c3ccccc3)CN=C2SC1(CO)CO	10%
OC1(c2ccc(Br)cc2)CCN(Cc2ccc(F)cc2)CC1	4%
O=C(NCc1ccccc1)c1ccc(CN2CCC(Cc3ccccc3)CC2)cc1	0%
COc1ccc(CC(=O)NN2C(=O)c3ccccc3C2=O)cc1	0%
Cc1ccc(C(=O)NC(=S)Nc2cc(-c3nc4ccccc4o3)ccc2C)cc1C	11%
O=S(=O)(CCc1nc2ccccc2o1)c1ccc2ccccc2c1	13%
CCC(=O)N(CCC(c1ccccc1OC)C1CCOC(C)(C)C1)Cc1ccc(OC)cc1 (centres undefined)	0%
O=C(COc1ccccc1)Nc1nnc(Cc2ccccc2)s1	0%
CCOC(=O)NC(NCCc1ccccc1)(C(F)(F)F)C(F)(F)F	5%
C=CCN1C(=O)/C(=C\c2cc([N+](=O)[O-])ccc2OCc2ccccc2F)SC1=S	9%
Cc1ccc(C(=O)N(Cc2ccccc2)C(C)C)cc1	2%
O=c1/c(=C/c2cccc(Br)c2)sc2nc3cc(Br)cnc3n12	1%

Continuation:
SMILES	RNase H inhibition
CCc1ccc(/C(C)=N/Nc2nc(-c3ccccc3)nc(C)c2C)cc1	6%
CCOc1ccc(N2C(=O)/C(=C/c3ccc(OC(C)C(=O)O)cc3)C(=O)NC2=S)cc1 (centres undefined)	27%
COc1cc(Br)cc(C=Nc2cccc(Br)c2)c1O	8%
Cc1ccc(C(=O)N/C(=C/c2ccc(Br)cc2)C(=O)NCC(=O)O)cc1	11%
COc1ccccc1CN1CCN(Cc2ccco2)CC1	1%
CC1(C)CC(=O)C2=C(C1)c1c(ccc3ccccc13)NC2c1cccc(O)c1 (centres undefined)	4%
CC(=O)/C=C(\C)NC(=O)c1sc2ccccc2c1Cl	29%
O=C(/C=C/c1ccccc1)n1nnc2ccccc21	0%
CCN(CC)c1ccc(/C=N/NC(=O)c2cc(-c3ccc(Cl)cc3)n[nH]2)cc1	24%
Cc1nn(C2CCCCC2)c(N)c1-c1ccccc1	8%
CCc1c(C)nc2c(C)c(-c3ccc(C)cc3)[nH]n2c1=O	2%
Cn1c(O)c(C=NCc2ccc(Cl)c(Cl)c2)c(=O)n(C)c1=O	12%
CCSc1nc(NN)c2c3c(sc2n1)CN(C)CC3	11%
COc1cc(C(=O)N2CCN(C3CCCC3)CC2)cc(OC)c1OC	3%
CC1=CC(C)(C)N(Cc2ccc([N+](=O)[O-])cc2)c2ccc(C)cc21	19%
COC(=O)c1ccc(C(c2ccc(C(=O)OC)cc2)(C(F)(F)F)C(F)(F)F)cc1	8%
CCC(C)C(=O)Nc1cc(C)cc(C)c1 (centres undefined)	11%
O=C(COc1ccccc1Cl)NNC(=O)c1ccccc1I	5%
O=[N+]([O-])c1cc2c(cc1C=Nc1ccc(F)cc1)OCO2	30%
Cc1ccc(-c2nc3cc(Cl)ccc3o2)cc1NC(=S)NC(=O)c1cccs1	18%

18 entries already listed, arranged by heavy-atom count, descending:
SMILES	RNase H inhibition
CC1=C(C(=O)OCC(C)C)C(c2ccc3c(c2)OCO3)C2=C(CC(c3ccc(Cl)cc3)CC2=O)N1 (centres undefined)	10%
COc1ccc(CCN=C(Nc2ccccc2)SC2CC(=O)N(c3cccc(Cl)c3)C2=O)cc1 (centres undefined)	9%
CCC(=O)N(CCC(c1ccccc1OC)C1CCOC(C)(C)C1)Cc1ccc(OC)cc1 (centres undefined)	0%
COc1ccccc1C(=O)NN1C(=O)/C(=C2/C(=O)N(CC(=O)O)c3ccccc32)SC1=S	4%
O=C(NCc1ccccc1)c1ccc(CN2CCC(Cc3ccccc3)CC2)cc1	0%
COC(=O)c1ccc(C(c2ccc(C(=O)OC)cc2)(C(F)(F)F)C(F)(F)F)cc1	8%
CCOc1ccc(C(=O)Nc2ccc(-c3nc4ccc(C)cc4s3)cc2)cc1	12%
CCOc1ccc(-c2cc(C(=O)Nc3ncn[nH]3)c3ccccc3n2)cc1	0%
CCc1ccc(/C(C)=N/Nc2nc(-c3ccccc3)nc(C)c2C)cc1	6%
CC(=O)C1=C(O)C(=O)N(CCN2CCNCC2)C1c1ccc(Br)cc1 (centres undefined)	4%
CC1=CC(C)(C)N(Cc2ccc([N+](=O)[O-])cc2)c2ccc(C)cc21	19%
COc1ccc(C(=O)NCC2(c3ccccc3)CCCC2)cc1	9%
CCOC(=O)c1cnc2cc(-c3ccc(C)cc3)nn2c1C	5%
O=Cc1c(OCc2cccc(Br)c2)ccc2ccccc12	4%
Clc1ccc(CN2CCN(Cc3ccco3)CC2)cc1	8%
COc1cc(Br)cc(C=Nc2cccc(Br)c2)c1O	8%
COc1ccc(/C=N/n2cn[nH]c2=S)cc1OC	0%
C#CCOc1c(Br)cc(C=O)cc1OCC	20%

Following part.
SMILES	RNase H inhibition
Cc1ccc(NC(=O)C(C(C)C)N2C(=O)c3ccccc3C2=O)c(C)c1 (centres undefined)	12%
Cc1cc(C(=O)N/N=C/c2ccc(Br)c([N+](=O)[O-])c2)n[nH]1	12%
CCC(C)OC(=O)C1=C(C)NC2=C(C(=O)CC(c3ccc(Cl)cc3)C2)C1c1ccc(Cl)cc1 (centres undefined)	21%
CCOC(=O)C(CCOCCOc1cc(C)c(Cl)c(C)c1)C(=O)OCC	8%
Cc1ccc(C)c(N2C(=O)C=CC2=O)c1	11%
COCCOC(=O)C1=C(C)NC(=O)NC1c1ccccc1Cl (centres undefined)	3%
Cc1c(C(=O)NS(=O)(=O)c2ccccc2Cl)c(=O)n(-c2ccccc2)n1C	15%
CCOC(=O)c1cc2cc(OC)ccc2oc1=O	16%
O=C(Nc1cccc(N=Cc2cc([N+](=O)[O-])ccc2O)c1)c1cccc(Br)c1	2%
COc1cc2c(cc1NC(=O)CCC1CCCC1)oc1ccccc12	8%
CCOc1ccccc1C(=O)Nc1ccccc1C(F)(F)F	15%
CCOc1ccc2c(c1)-c1c(sn(-c3ccc(Cl)c(Cl)c3)c1=S)C(C)(C)N2	21%
CC1=C(C(=O)OCCc2ccccc2)C(c2cccc3ccccc23)NC(=O)N1 (centres undefined)	27%

Assay outcomes (PubChem)
